Bioassay records from PubChem.
AmpC detergent: inhibitors of E. coli AmpC beta-lactamase with detergent. 370,000 tested, 0.041% active. AmpC hydrolysis of nitrocefin, absorbance 480 nm, 0.01% Triton. AID 485294. Potency, µM (doses to about 114 µM), without a hit: at the highest dose activity change, negative = inhibition, hits mostly inhibitors;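 further: potency means the concentration at half of the fitted maximal effect; 0% = no-compound wells and -100% = no-enzyme wells; nearly all actives have a fitted effect of over 25% in size; some results filed as inactive show a strong effect at the top dose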
Target sequence (P00811 whole entry, looked up): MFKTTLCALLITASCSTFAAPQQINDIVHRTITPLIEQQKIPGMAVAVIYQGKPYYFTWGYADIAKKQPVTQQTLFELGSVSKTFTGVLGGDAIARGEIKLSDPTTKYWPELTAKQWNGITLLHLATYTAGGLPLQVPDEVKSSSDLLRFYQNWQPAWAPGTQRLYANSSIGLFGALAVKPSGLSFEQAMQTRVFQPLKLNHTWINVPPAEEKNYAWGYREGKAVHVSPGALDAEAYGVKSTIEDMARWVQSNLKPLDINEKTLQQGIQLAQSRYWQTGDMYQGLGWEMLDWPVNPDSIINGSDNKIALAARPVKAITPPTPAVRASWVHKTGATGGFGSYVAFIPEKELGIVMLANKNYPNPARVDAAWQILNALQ
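20 mM phosphate pH 7.0 + 0.01% (detergent screen) or 0.0001% Triton X-100; 5.3 nM AmpC reagent; cpd preinc 15 min RT; nitrocefin (800 uM stock) to start; A480 q20 s × 4 min; Activity was normalised to no-enzyme and no-compound control wells.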
Giardia FBPA inh: Giardia lamblia aldolase inhibition; A8B2U2; purified Giardia FBPA; Potency, µM (doses to about 59.6 µM), for the others: top-dose activity, negative = inhibition, hits mostly inhibitors; 290,000 tested, 0.71% active; AID 2451; further: potency means the concentration at half of the fitted maximal effect; nearly all actives have a fitted effect of over 55% in size
Target sequence (A8B2U2 whole entry, looked up): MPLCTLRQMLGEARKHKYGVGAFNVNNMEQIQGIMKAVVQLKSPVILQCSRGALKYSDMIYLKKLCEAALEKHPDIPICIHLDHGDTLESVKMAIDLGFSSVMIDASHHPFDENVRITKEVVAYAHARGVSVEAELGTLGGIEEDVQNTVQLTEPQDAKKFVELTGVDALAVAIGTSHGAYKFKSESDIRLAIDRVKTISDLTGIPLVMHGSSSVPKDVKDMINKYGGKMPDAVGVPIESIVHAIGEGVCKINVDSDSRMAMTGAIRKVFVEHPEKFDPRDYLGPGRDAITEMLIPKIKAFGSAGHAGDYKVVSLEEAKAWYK
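Giardia FBPA (40 nM reagent) was preincubated 10 min at RT with compound (up to 57.5 uM final), then substrate plus GAPDH/TPI/NAD/arsenate coupling system with diaphorase/resazurin was added; resorufin fluorescence (525/598 nm) was read after 20 min.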
AmpC inh no detg: inhibitors of E. coli AmpC beta-lactamase without detergent | P00811 | AmpC nitrocefin hydrolysis, absorbance 480 nm, 0.0001% Triton | Potency, µM (doses to about 57.1 µM), for the others: at the highest dose activity change, negative = inhibition, most hits filed as inhibitors | 330,000 tested, 0.52% active | AID 485341;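 further: potency means the concentration at half of the fitted maximal effect; plate controls were no compound for no effect and no enzyme for full effect; nearly all actives have a fitted effect of over 20% in size; some results filed as inactive show a strong effect at the top dose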
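20 mM phosphate pH 7.0 + 0.01% (detergent screen) or 0.0001% Triton X-100; 5.3 nM AmpC reagent; cpd preinc 15 min RT; nitrocefin (800 uM stock) to start; A480 q20 s × 4 min; Activity was normalised to no-enzyme and no-compound control wells.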
HCMV antiviral: blocks human cytomegalovirus replication; HFF cells, HCMV-luciferase reporter, 72 h; stronger effect = lower value; activity change, negative = inhibition, % at 57.5 µM; 410,000 tested, 4.5% active; in the data active means activity change below about -60%; inconclusive means no clear call, values can overlap the other calls; inactive means above about -39%
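Cell-based, HFFs, 1000 cells/well, 16 h 37C; cpds in DMSO + HCMV-luc, MOI 1 PFU/cell; 72 h 37C; OneGlo luminescence after 5 min RT; norm. to buffer vs Salinomycin 10uM.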
Sm TGR inh: blocks Schistosoma mansoni thioredoxin glutathione reductase | Potency, µM (top dose mostly 114 µM), without a hit: at the highest dose activity change, negative = inhibition, most hits filed as inhibitors | purified TGR, DTNB reduction, TNB absorbance 405 nm | AID 485364 | Q962Y6 | 360,000 tested, 3% active; further: potency means the concentration at half of the fitted maximal effect; nearly all actives have a fitted effect of over 60% in size
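TGR 20 nM + NADPH 100 uM (dispensed conc.), cpd preinc 15 min RT; start with NADPH (500 uM addition) then DTNB (15 mM addition). Kinetic TNB absorbance, 405 nm filter. Four-parameter Hill fit across titration.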
AMA1-RON2 inh: AMA1-RON2 (P. falciparum) interaction inhibition. AlphaScreen AMA1-biotinylated RON2 peptide binding. Potency, µM (top dose mostly 58.2 µM), for inactives: top-dose activity change, negative = inhibition, usual class: inhibitors. 360,000 tested, 0.2% active. AID 720542;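 further: potency means the concentration at half of the fitted maximal effect; 0% = vehicle wells and -100% = peptide control; nearly all actives have a fitted effect of over 45% in size; some results filed as inactive show a strong effect at the top dose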
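AMA1 (3D7) with his tag at 25 nM final met compounds first, then biotinylated RON2 peptide at 25 nM; detection used donor plus acceptor beads, 10 µg/mL apiece, read by AlphaScreen after 30 min at room temperature.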
Numbers without * were called inactive; u = inconclusive; x = not tested or not shown; [ ] = another dose, or the depositor's remark. Unless noted, the call rests on the fitted dose curve; in most records, active means well fitted curve in the direction sought with a large enough effect; inconclusive means small, poorly fitted or top-dose-only effect, or another doubt; inactive means no such curve, though single readings can be large; an effect the other way counts as inactive or inconclusive. Unless noted, on the % scale 0 is the no-effect control and ±100 the full control effect.

Keys: A = AmpC detergent; B = Giardia FBPA inh; C = AmpC inh no detg; D = HCMV antiviral; E = Sm TGR inh; F = AMA1-RON2 inh
CCOC(=O)C1=C(C)OC(N)=C(C#N)C1c1ccccc1 (centres undefined)
  A: 1% | B: -14% | C: -6% | D: u | E: u | F: -11%

O=C(NCc1ccccn1)c1cn(Cc2ccccc2)nn1
  A: 0% | B: 8% | C: -10% | D: 26 | E: 6% | F: 78%[activator]

Cc1ccc2nc3c(cc2c1)c(NS(=O)(=O)c1ccccc1)nn3CC(C)C
  A: -13% | B: 22% | C: -11% | D: -31 | E: -22% | F: 1%

CCCC(c1nnnn1Cc1cccs1)N1CCN(c2nc3ccccc3s2)CC1 (centres undefined)
  A: 3% | B: 4% | C: -13% | D: -10 | E: 10%[11.4 µM] | F: -4%

O=C(CNC(=O)C1COc2ccccc2O1)N/N=C\c1ccc(Br)cc1 (centres undefined)
  A: 3% | B: 0% | C: -15% | D: 3 | E: 1% | F: 9%

NNC(=O)CCc1nc2ccc(O)cc2[nH]1
  A: -9% | B: 2% | C: -39% | D: -31 | E: 2% | F: 2%

Cc1ccc(NS(=O)(=O)c2ccc(Cl)c(C(=O)Nc3ccccc3-c3nc4ccccc4[nH]3)c2)cc1C
  A: -6% | B: -2% | C: -31% | D: -85* | E: 5% | F: -11%[2.32 µM]

O=C(NCCc1ccc2c(c1)OCCO2)c1cccc(S(=O)(=O)N2CCCC2)c1
  A: -14% | B: x | C: -31% | D: -15 | E: -9% | F: -1%

COc1ccc(NC(=O)CSc2nc(C3CC3)nc3ccccc23)cc1
  A: 2% | B: x | C: 0% | D: u | E: 1% | F: -5%

CCOC(=O)N1CCc2c(sc(NC(=O)Cc3ccccc3)c2C(=O)c2ccc(OC)cc2)C1
  A: 2% | B: -8% | C: 50% | D: 23 | E: -6% | F: -17%

Cc1cc(C)n(-c2ccc(NC(=O)C3CCN(Cc4cc(C)c(C)o4)CC3)cc2)n1
  A: -3% | B: -17% | C: 72%[activator] | D: -28 | E: u | F: 3%

CC(C)C[C@H](NC(=O)c1nc[nH]c1C(=O)NCCNC(=O)OC(C)(C)C)C(=O)CNCCNC(=O)c1[nH]cnc1C(=O)N[C@@H](C)C(=O)OC(C)(C)C
  A: x | B: x | C: 258%[activator] | D: 2 | E: x | F: 115%[activator]

CCC(NS(=O)(=O)c1cccs1)c1ccc(C)cc1 (centres undefined)
  A: 3% | B: x | C: -23% | D: -31 | E: -10% | F: -11%

COc1ccc(N(CC(=O)NCCc2ccc(C)cc2)S(=O)(=O)c2c(C)nn(C)c2C)cc1
  A: 4% | B: x | C: x | D: -16 | E: 1% | F: x

Cc1ccc(OCC(=O)NC(=S)Nc2ccc(S(=O)(=O)Nc3cc(C)on3)cc2)c(Br)c1
  A: -2% | B: -13% | C: -26% | D: -5 | E: -11% | F: 13%

COCCCn1c(=N)c(C(=O)NCc2ccc3c(c2)OCO3)cc2c(=O)n3ccccc3nc21
  A: u | B: 9% | C: -5% | D: -27 | E: 1% | F: 12%

O=C1N(CC(=O)N2CCc3ccccc32)CCN1Cc1ccc(Cl)cc1
  A: 0% | B: 2% | C: 27% | D: -20 | E: 2% | F: -5%

Nc1cc(N)nc(SCC(=O)Nc2ccccc2)n1
  A: 0% | B: -1% | C: -26% | D: -30 | E: -3% | F: 0%

COC(=O)c1ccc(CSc2n[nH]c(-c3ccccc3)n2)o1
  A: 2% | B: -16% | C: -12% | D: u | E: x | F: 13%

FC(F)(F)c1cccc(-c2nnn3c2nc(NC2CCCCC2)c2ccccc23)c1
  A: 3% | B: x | C: x | D: 43 | E: -3% | F: x

CCCC1c2ccc(C)n2CCN1C(=O)Nc1ccccc1Cl (centres undefined)
  A: -13% | B: u | C: -15% | D: 7 | E: 35µM* | F: -4%

CCC(=O)N1CCc2cc(Br)cc(S(=O)(=O)NCC3CCCN3CC)c21 (centres undefined)
  A: u | B: -2% | C: -10% | D: 88 | E: -7% | F: 5%

Cn1c(=O)[nH]c(=O)c2c1nc(Br)n2CCCSc1nc2ccccc2o1
  A: u | B: 1% | C: 31% | D: -61* | E: 1% | F: 4%

CCOC(=O)C1CCN(c2nc3c(S(=O)(=O)c4ccc(C)c(C)c4)nnn3c3ccc(Cl)cc23)CC1
  A: 30% | B: x | C: x | D: 16 | E: 8% | F: x

COc1ccc(N2CCN(C(=O)c3ccc4c(=O)n(Cc5ccc6c(c5)OCO6)c(=O)[nH]c4c3)CC2)cc1
  A: -5% | B: x | C: -32% | D: u | E: -4% | F: 3%

Cc1ccc(NC(=O)CCC(=O)N/N=C/c2cccs2)cc1
  A: -8% | B: 7% | C: -27% | D: 15 | E: -3% | F: 87%[activator]

C1CCN=C(Nc2nc3c(s2)CCCC3)CC1
  A: -12% | B: -23% | C: -23% | D: 48 | E: 1% | F: -1%

Cc1ccc(N2CN(CCC3=CCCCC3)CNC2=S)cc1
  A: -4% | B: 6% | C: -1% | D: 20 | E: 44%[activator] | F: 7%

COc1ccccc1NC(=S)N1CCN(c2nc(-c3ccccc3)cs2)CC1
  A: -6% | B: -2% | C: -19% | D: -31 | E: -7% | F: -9%

Cc1c(NC(=O)C(C)OC(=O)c2ccccc2O)c(=O)n(-c2ccccc2)n1C (centres undefined)
  A: x | B: x | C: 68%[activator] | D: 2 | E: x | F: 1%[11.6 µM]

N/C(=N\OC(=O)c1ccccc1Cl)c1ccccc1
  A: -2% | B: -2% | C: -19% | D: 199 | E: -2% | F: 23%

Cc1noc(C)c1S(=O)(=O)N(C)C[C@H]1Oc2c(NC(=O)Nc3ccc4c(c3)OCO4)cccc2C(=O)N([C@H](C)CO)C[C@@H]1C
  A: x | B: x | C: 193%[activator] | D: 22 | E: x | F: 2%

O=C(Nc1ccc(C(F)(F)F)cc1)N1CCN(c2ccnc3cc(Cl)ccc23)CC1
  A: 11% | B: -2% | C: -26% | D: -72* | E: 5% | F: -4%

COc1ccc(C(=O)CCC(C)(C)[N+](=O)[O-])cc1
  A: u | B: 4% | C: -13% | D: 63 | E: 6% | F: 0%

CCCOc1cc(C)c(S(=O)(=O)NCCOC)cc1C
  A: 1% | B: 3% | C: 25% | D: -17 | E: -2% | F: -4%

Cc1nc(-c2ccc(F)cc2)c(CC(=O)N2CCN(S(=O)(=O)c3cccc(F)c3)CC2)s1
  A: 0% | B: x | C: 60% | D: -7 | E: 6% | F: -3%

C=CC1C(OC2OC(CO)C(O)C(O)C2O)OC=C(C(=O)OC)C1CC1CC(=O)CC(CC(=O)CCc2ccc(O)cc2)O1 (centres undefined)
  A: 2% | B: 5% | C: -3% | D: 22 | E: 1% | F: 10%

CC(NC(=O)c1ccc([N+](=O)[O-])cc1[N+](=O)[O-])c1ccc(-c2ccccc2)cc1 (centres undefined)
  A: -4% | B: 2% | C: -25% | D: 67 | E: -9% | F: -16%

CC(=O)N(CCN(C)C)c1nc2cc3c(cc2s1)OCCO3
  A: -4% | B: x | C: -11% | D: 130 | E: -13% | F: 0%

CCOc1ccc(OCC)c(NC(=O)c2nnn(CC(=O)Nc3ccc(C)cc3C)c2N)c1
  A: 4% | B: x | C: x | D: 0 | E: 6% | F: x

CCOc1ccc(N(CC(=O)Nc2ccc(C)c(F)c2)C2=NC3CS(=O)(=O)CC3S2)cc1 (centres undefined)
  A: -2% | B: 0% | C: 5% | D: -2 | E: -12% | F: -1%

Cc1ccc(SCC(=O)N/N=C/c2ccco2)cc1
  A: 5% | B: -15% | C: -21% | D: -3 | E: -35% | F: -19%

CCOc1ccccc1Oc1coc2cc(OC)ccc2c1=O
  A: 3% | B: x | C: -13% | D: 11 | E: 13% | F: 12%

COc1ccc(C(=O)Nc2ccc(-c3nc4ccccc4s3)c(Cl)c2)cc1Cl
  A: -4% | B: x | C: x | D: -3 | E: 4% | F: x

CSc1nc(C=Nc2ccccc2Cl)c(O)n1Cc1cccc(Cl)c1
  A: -4% | B: 2% | C: -30% | D: 10 | E: 8% | F: -6%

Cc1cc(C)cc(-n2c(SCC(=O)NCc3ccc4c(c3)OCO4)nc3ccccc3c2=O)c1
  A: -10% | B: 8% | C: -54% | D: u | E: 2% | F: 0%

C/C(=N/NC(=O)c1cccc(N2CCCC2=O)c1)c1ccc(Br)cc1
  A: -1% | B: 4% | C: -25% | D: -7 | E: 8% | F: 10%

O=C(Cc1ccc(S(=O)(=O)N2CCCCC2)s1)Nc1ccc(F)cc1F
  A: -10% | B: -5% | C: -33% | D: -7 | E: -10% | F: -6%

Cc1ccc(Cn2ccnc2SCC(=O)NCc2ccccc2)cc1
  A: -1% | B: x | C: x | D: -28 | E: 0% | F: x

O=C(Nc1ccccc1)OC1CCS(=O)(=O)C1 (centres undefined)
  A: u | B: 5% | C: 1% | D: 23 | E: 7% | F: 0%

(cont.)
Keys: A = AmpC detergent; B = Giardia FBPA inh; C = AmpC inh no detg; D = HCMV antiviral; E = Sm TGR inh; F = AMA1-RON2 inh
CCCS(=O)(=O)Nc1c(C(=O)OC)[nH]c2ccccc12
  A: -15%[57.1 µM] | B: -3% | C: -25% | D: 58 | E: 2% | F: -4%

CCn1nc(C)c(NS(=O)(=O)c2ccccc2)c1C
  A: 9% | B: 0% | C: -8% | D: -12 | E: -4% | F: 4%

Cc1cc(C(F)(F)F)c(C#N)c(Sc2ccccc2)n1
  A: 10% | B: 13% | C: u | D: 25 | E: 4% | F: 62%[activator]

CCOc1ccc(-c2[nH]nc3c2C(c2cccnc2)C(C#N)=C(N)O3)cc1 (centres undefined)
  A: 2% | B: -7% | C: -25% | D: 46 | E: -19% | F: 2%

O=C(COc1ccccc1)NCCc1csc(-c2cccc(F)c2)n1
  A: 13% | B: x | C: x | D: 8 | E: 0% | F: x

O=C(N/N=C\c1c(O)ccc2ccccc12)c1ccc(Cn2cccn2)o1
  A: -7% | B: -9% | C: -16% | D: -99* | E: -6% | F: 42%[activator][11.6 µM]

O=C(Cn1nc(C(=O)O)c2ccccc2c1=O)Nc1cccc(Br)c1
  A: -11% | B: -8% | C: -29% | D: 5 | E: 8% | F: -7%

Ordered by heavy-atom count (low to high): 3 of the compounds above.
Keys: A = AmpC detergent; B = Giardia FBPA inh; C = AmpC inh no detg; D = HCMV antiviral; E = Sm TGR inh; F = AMA1-RON2 inh
CCn1nc(C)c(NS(=O)(=O)c2ccccc2)c1C
  A: 9% | B: 0% | C: -8% | D: -12 | E: -4% | F: 4%

Cc1cc(C(F)(F)F)c(C#N)c(Sc2ccccc2)n1
  A: 10% | B: 13% | C: u | D: 25 | E: 4% | F: 62%[activator]

O=C(COc1ccccc1)NCCc1csc(-c2cccc(F)c2)n1
  A: 13% | B: x | C: x | D: 8 | E: 0% | F: x
